Compound activity from PubChem.
UPR CHOP act = activators of apoptotic arm of unfolded protein response (CHOP) | CHO-CHOP luciferase reporter, UPR activation, luminescence; percent of tunicamycin response over DMSO baseline | activation, % at 10 µM | 0.34% of 330,000 active;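 active = at 10 µM dose, activation of 40% or more, normalized to positive control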;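 note: 100% = tunicamycin at 10 µg/mL and 0% = DMSO alone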
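measured by = luciferase luminescence | assay system = CHO-CHOP cells, stable luciferase reporter of PERK-eIF2a-CHOP signalling | amount = 500 reporter cells seeded per well | timing = 6 h compound exposure at 37 °C after overnight seeding | controls = positive tunicamycin 10 µg/mL, negative DMSO alone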
CXCR6 block = inhibitors of human CXCR6 receptor; 0.36% of 360,000 active; inhibition, % at 20 µM; CHO-K1 PathHunter CXCR6 beta-arrestin, luminescence; O00574; AID 602244; in the data active = inhibition above about 34%, passing the limit was not always enough;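 note: antagonist mode with CXCL16 agonist at 10 nM final; 0% = 10 nM CXCL16 with DMSO and 100% = unstimulated wells without agonist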
Target sequence (O00574 whole entry, looked up): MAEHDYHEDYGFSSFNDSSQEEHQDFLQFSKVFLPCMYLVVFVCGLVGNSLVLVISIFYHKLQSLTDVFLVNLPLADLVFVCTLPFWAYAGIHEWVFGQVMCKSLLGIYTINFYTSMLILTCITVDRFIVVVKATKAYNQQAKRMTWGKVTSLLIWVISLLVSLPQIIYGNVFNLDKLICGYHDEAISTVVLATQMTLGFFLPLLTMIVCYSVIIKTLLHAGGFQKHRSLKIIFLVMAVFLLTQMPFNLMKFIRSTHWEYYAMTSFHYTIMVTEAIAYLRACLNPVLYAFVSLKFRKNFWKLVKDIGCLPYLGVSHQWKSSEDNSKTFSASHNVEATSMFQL
tim23-1 inh = tim23-1 yeast growth inhibition; S. cerevisiae tim23-1 growth, BacTiter-Glo luminescence, 24 h; inhibition, % at 20 µM; 1.3% of 330,000 active;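 active = growth inhibition of the mutant yeast at or above 50%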;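 note: temperature-sensitive mutant grown at 25 °C; plate controls were DMSO-treated mutant yeast for no effect and medium wells lacking yeast for full effect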
XBP1 UPR activ = activators of adaptive arm of unfolded protein response (XBP1). CHO-XBP1 luciferase reporter, IRE1-XBP1 UPR activation, luminescence; percent of tunicamycin response, DMSO as zero. activation, % at 20 µM. 0.33% of 330,000 active;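 active = versus positive control, 20 µM dose yields 30% or more activation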;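 note: 100% = tunicamycin at 10 µg/mL and 0% = DMSO only wells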
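assay system = CHO-XBP1 luciferase reporter cells | amount = 1000 cells/well | buffer or medium = F12 plus 10% FBS | compound dosing = single point, 20 µM final compound, 1% DMSO | incubation = 16-18 h cell attachment at 37 °C, then 6 h compound exposure | detection = Steady-Glo luminescence read | controls = tunicamycin 10 µg/mL and vehicle-only wells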
TIM10 inh = TIM10 yeast growth inhibition. S. cerevisiae TIM10 strain growth, BacTiter-Glo luminescence, 24 h. inhibition, % at 10 µM. 1.4% of 330,000 active;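 active = inhibition of 40% or more at the single tested concentration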;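 note: wild-type TIM10 isogenic control strain grown at permissive 25 °C; 0% = DMSO yeast wells and 100% = minimal medium wells without yeast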
APJ antag = blocks the human apelin receptor APJ; P35414; CHO-K1 APJ beta-arrestin complementation, luminescence; inhibition, % at 20 µM; 0.32% of 330,000 active;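 active = inhibition above about 40% at 20 µM, limit read from the data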;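 note: cells challenged with 10 nM apelin-13 agonist together with compound; plate controls were apelin-13 plus DMSO wells for no effect and DMSO wells lacking apelin-13 for full effect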
Target sequence (P35414 whole entry, looked up): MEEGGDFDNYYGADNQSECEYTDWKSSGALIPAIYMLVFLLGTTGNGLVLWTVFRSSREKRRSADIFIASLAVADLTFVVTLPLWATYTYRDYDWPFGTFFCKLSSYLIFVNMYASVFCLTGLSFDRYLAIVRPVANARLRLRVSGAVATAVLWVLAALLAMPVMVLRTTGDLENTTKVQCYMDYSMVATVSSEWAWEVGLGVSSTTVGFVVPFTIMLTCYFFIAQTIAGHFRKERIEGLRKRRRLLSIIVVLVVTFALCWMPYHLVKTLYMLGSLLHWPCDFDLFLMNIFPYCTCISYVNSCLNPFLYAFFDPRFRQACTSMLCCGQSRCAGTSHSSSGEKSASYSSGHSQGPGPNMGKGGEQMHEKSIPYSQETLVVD
Mdm2-MdmX inh = disrupts the human Mdm2-MdmX interaction | SaOS-2 split-luciferase Mdm2/MdmX complementation, luminescence | inhibition, % at 8 µM | 3% of 330,000 active;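 active = inhibition of at least 50% at 8 µM in the primary screen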
APJ agonist = agonists of human APJ apelin receptor; CHO-K1 APJ PathHunter beta-arrestin, luminescence; 0% DMSO wells, 100% apelin; activation, % at 20 µM; 0.11% of 330,000 active; AID 2520;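 active = activation more than six SD over the plate average, tested at 20 µM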;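 note: 0% = DMSO alone and 100% = apelin-13 at 10 nM; some results filed as inactive read as strong as hits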
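Test system: CHO-K1 APJ beta-arrestin complementation cell line | Compound: Single test compound dose, 20 µM final, 1% DMSO | Incubation: Compound 90 min 25 °C, reagent 1 h | Measured by: beta-gal luminescence | Read-out basis: APJ–arrestin association signal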
tim10-1 inh = inhibits growth of tim10-1 mutant yeast. 2.2% of 330,000 active. inhibition, % at 20 µM. S. cerevisiae tim10-1 ts strain growth, BacTiter-Glo, 24 h;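 active = inhibition of at least 40%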;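 note: mutant grown at 25 °C; 0% = DMSO wells with yeast and 100% = wells holding no yeast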
The depositor's hits bear a star; / = not tested or not shown.

SMILES	UPR CHOP act	CXCR6 block	tim23-1 inh	XBP1 UPR activ	TIM10 inh	APJ antag	Mdm2-MdmX inh	APJ agonist	tim10-1 inh
Cc1cc(C(=O)NCCN2CCCCC2C)n(-c2ccccc2)n1 (stereo unspecified)	-0.5	-1	-13	-4	0	-66	-10	-2	-9
Cc1ccc(SCc2ccc(C(=O)N3CCCCC3)cc2)cc1	-0.5	-1	22	4	0	11	-1	-4	13
CC(C)(C)c1ccc(-c2nnc(SCC(=O)NCC3CCCO3)n2N)cc1 (stereo unspecified)	2.2	0	6	0	7	-2	6	-2	-1
O=C(NCc1ccco1)c1nc2c(nnn2Cc2cccc(Cl)c2)c(=O)[nH]1	-1.5	-1	6	-2	-1	-10	-9	-2	-6
COc1ccc(S(=O)(=O)N2CCOCC2)cc1NC(=O)c1cccc(-n2cccc2)c1	0.2	7	1	-2	-4	-11	9	-4	15
COc1cc(C(=O)N2CCN(C(=O)C3CCCO3)CC2)cc(OC)c1OC (stereo unspecified)	0.1	6	7	-1	-3	4	2	-2	9
O=C(NC(=O)c1ccccc1)Nc1ccccn1	-8.7	1	23	-10	14	5	33	-5	23
CCC1CCCCN1CCCNC(=O)C1CCN(S(=O)(=O)N2CCCCC2)CC1 (stereo unspecified)	-1.5	-3	-4	-2	-9	18	12	0	-11
Cc1ccoc1C(=O)Nc1ccc(CC(=O)O)cc1	-5.8	1	6	-4	-3	15	-2	0	14
Cc1ccccc1CC(=O)Nc1ccc(C(=O)N2CCCC2)cc1	1.4	-19	0	1	-5	0	1	-1	4
CCCCC(c1nnnn1CS(=O)(=O)c1ccc(C)cc1)N1CCN(c2ccccc2)CC1 (stereo unspecified)	0.7	2	-1	-3	35	10	35	-14	14
Cn1c(-c2ccccc2)cc2c3no[n+]([O-])c3ccc21	4.4	-12	5	4	11	-18	58*	0	-46
COc1cccc(OCC(=O)Nc2ccccc2-c2ccccc2)c1	-1.9	-10	25	2	27	-21	32	-5	15
CC(=O)NC1=NN(C(C)=O)C(c2ccc(F)cc2)S1 (stereo unspecified)	-2.2	-1	-1	-3	-7	-3	18	-1	8
Cc1ccc(NC(=O)c2ncn(CC(=O)N[C@H](C)c3cccc4ccccc34)n2)cc1C	5.6	6	33	0	-9	/	23	/	15
CC(=O)Oc1ccc2c(C)cc(=O)oc2c1C(=O)c1ccccc1	-1.4	-3	10	-3	2	10	36	1	7
CNC(=O)C1=C(C)Nc2nc3ccccc3n2C1c1ccc(F)cc1 (stereo unspecified)	-1.7	-6	-16	-2	6	11	13	-5	7
CC1=C(C(=O)Nc2cccc(C(=O)NC3CCCC(C)C3C)c2)SCCO1 (stereo unspecified)	2.3	8	40	-9	5	13	25	-6	49*
O=C(O)c1ccc(N/N=C/c2ccc(OC(=O)c3cccc(Cl)c3)cc2)cc1	-8.5	-7	16	-6	17	6	-1	-3	-7
CCOC(=O)Nc1ccc2c(c1)nc(CN1CCOCC1)n2C	-0.4	-9	9	4	6	-4	29	-3	6

Seven successive compounds already listed, quoted:
SMILES	UPR CHOP act	CXCR6 block	tim23-1 inh	XBP1 UPR activ	TIM10 inh	APJ antag	Mdm2-MdmX inh	APJ agonist	tim10-1 inh
CC(=O)NC1=NN(C(C)=O)C(c2ccc(F)cc2)S1 (stereo unspecified)	-2.2	-1	-1	-3	-7	-3	18	-1	8
Cc1ccc(NC(=O)c2ncn(CC(=O)N[C@H](C)c3cccc4ccccc34)n2)cc1C	5.6	6	33	0	-9	/	23	/	15
CC(=O)Oc1ccc2c(C)cc(=O)oc2c1C(=O)c1ccccc1	-1.4	-3	10	-3	2	10	36	1	7
CNC(=O)C1=C(C)Nc2nc3ccccc3n2C1c1ccc(F)cc1 (stereo unspecified)	-1.7	-6	-16	-2	6	11	13	-5	7
CC1=C(C(=O)Nc2cccc(C(=O)NC3CCCC(C)C3C)c2)SCCO1 (stereo unspecified)	2.3	8	40	-9	5	13	25	-6	49*
O=C(O)c1ccc(N/N=C/c2ccc(OC(=O)c3cccc(Cl)c3)cc2)cc1	-8.5	-7	16	-6	17	6	-1	-3	-7
CCOC(=O)Nc1ccc2c(c1)nc(CN1CCOCC1)n2C	-0.4	-9	9	4	6	-4	29	-3	6

Following part
SMILES	UPR CHOP act	CXCR6 block	tim23-1 inh	XBP1 UPR activ	TIM10 inh	APJ antag	Mdm2-MdmX inh	APJ agonist	tim10-1 inh
COc1cc(/C=C2\Oc3cc(O)ccc3C2=O)ccc1O	4.5	-3	5	12	9	-1	-24	-2	-8
O=C(Nc1nc2c(s1)CCCC2)c1ccc(N2C(=O)CCC2=O)cc1	4.8	-2	15	3	-9	14	22	-3	-6
COc1ccc(-c2[nH]c(-c3ccc(C(=O)O)cc3)nc2-c2ccccc2)cc1	2.5	-3	7	-1	10	16	36	0	-9
Cc1ccc(OCC(=O)n2nc(C)cc2C)c(Br)c1	0.1	4	27	0	14	9	22	-5	23
CN(Cc1ccon1)C(=O)CCc1nnc(Cc2ccc(-c3ccccc3)cc2)o1	2.4	-3	15	0	8	4	-10	-2	22
CCCCCCCC(=O)N/N=C/c1ccc([N+](=O)[O-])o1	0.2	-8	43	0	49*	-25	6	1	55*
CCc1cc(C(=O)c2ccc(OC)cc2)c(NC(=O)CCC(=O)O)s1	-0.7	1	2	-2	3	4	-5	-1	1
O=C(/C=C/c1ccc2c(c1)OCCCO2)c1ccccc1O	7.8	2	50*	-2	60*	13	-43	3	53*
O=c1[nH]n2c(-c3ccccc3)nc(O)c2c2ccccc12	0.5	-5	5	10	11	22	-9	-5	-2
O=C(CCN1C(=O)c2ccccc2C1=O)Nc1cccnc1	-0.4	3	12	-2	-11	-11	-6	-2	-5

Sorted by value in Mdm2-MdmX inh (high to low): some entries from above
| compound | CXCR6 block | XBP1 UPR activ | APJ antag | Mdm2-MdmX inh | APJ agonist | tim10-1 inh |
| --- | --- | --- | --- | --- | --- | --- |
| O=C(Nc1nc2c(s1)CCCC2)c1ccc(N2C(=O)CCC2=O)cc1 | -2 | 3 | 14 | 22 | -3 | -6 |
| O=C(CCN1C(=O)c2ccccc2C1=O)Nc1cccnc1 | 3 | -2 | -11 | -6 | -2 | -5 |
| O=c1[nH]n2c(-c3ccccc3)nc(O)c2c2ccccc12 | -5 | 10 | 22 | -9 | -5 | -2 |
| COc1cc(/C=C2\Oc3cc(O)ccc3C2=O)ccc1O | -3 | 12 | -1 | -24 | -2 | -8 |
| O=C(/C=C/c1ccc2c(c1)OCCCO2)c1ccccc1O | 2 | -2 | 13 | -43 | 3 | 53* |

(listing goes on)
SMILES	UPR CHOP act	CXCR6 block	tim23-1 inh	XBP1 UPR activ	TIM10 inh	APJ antag	Mdm2-MdmX inh	APJ agonist	tim10-1 inh
CN(C(=O)c1cccc(S(=O)(=O)NCc2ccccc2)c1)C1CCCCC1	-0.1	-5	22	-2	-4	16	-2	0	13
CCOC(=O)c1c(CN2CCCCC2)n(C)c2cc(Br)c(OC)cc12	-0.9	1	-56	0	-1	9	-27	2	10
COC(=O)C(=N/Nc1ccccc1C(=O)OC)/C(C)=N/O	-0.8	-6	9	1	24	-7	4	3	13
CCOc1ccc(/C(O)=C2/C(=O)C(=O)N(CCOCCO)C2c2cccnc2)cc1 (stereo unspecified)	-1.3	0	1	0	-14	-20	20	0	-12
Cc1cc(OC(=O)c2ccc3ccccc3c2)c([N+](=O)[O-])c(=O)[nH]1	2.7	16	0	1	5	-3	-3	-1	9
CCOc1ccc2nc(Cl)sc2c1	-0.2	1	3	2	-9	26	-15	1	8
C=CCN(CC=C)C(=S)Nc1cc(Cl)ccc1OC	2.8	-5	33	-3	-2	-3	13	-1	-4
O=C(CN1C(=O)C2C3CCC(C3)C2C1=O)Oc1ccc2ccccc2c1 (stereo unspecified)	1.5	-7	40	1	27	-14	12	1	34
CC(C)n1c(SCC(=O)NCc2ccco2)nc2c1c(=O)n(C)c(=O)n2C	-0.4	-4	17	-1	1	5	-3	-5	6
OC(COc1ccc2ccccc2c1Br)Cn1ccnc1 (stereo unspecified)	-0.8	4	-198	-1	-4	-4	14	-2	-27

Entries above with fluorine:
SMILES	UPR CHOP act	CXCR6 block	tim23-1 inh	XBP1 UPR activ	TIM10 inh	APJ antag	Mdm2-MdmX inh	APJ agonist	tim10-1 inh
CC(=O)NC1=NN(C(C)=O)C(c2ccc(F)cc2)S1 (stereo unspecified)	-2.2	-1	-1	-3	-7	-3	18	-1	8
CNC(=O)C1=C(C)Nc2nc3ccccc3n2C1c1ccc(F)cc1 (stereo unspecified)	-1.7	-6	-16	-2	6	11	13	-5	7

(next part)
SMILES	UPR CHOP act	CXCR6 block	tim23-1 inh	XBP1 UPR activ	TIM10 inh	APJ antag	Mdm2-MdmX inh	APJ agonist	tim10-1 inh
COc1ccc(C(NC(=O)N2CC(C)OC(C)C2)C(Cl)(Cl)Cl)cc1F (stereo unspecified)	3.3	-1	9	-1	-2	-8	15	1	-12
O=C1NC[C@@H](Cc2ccc(O)cc2)N(CCc2cccc(F)c2)C1=O	-1.5	0	11	2	9	-5	7	1	-15
Cc1nn2c(-c3ccccc3)ccnc2c1Br	0.2	-2	18	4	8	30	7	0	13
CC(=O)Nc1ccc(S(=O)(=O)N2CCN(c3cc(C)ccc3C)CC2)cc1	-0.5	-2	54*	-1	35	-2	16	-2	60*
CC1CCCCN1C(=O)CCS(=O)(=O)c1cc2c(cc1Cl)NC(=O)CO2 (stereo unspecified)	-0.6	-8	4	-1	-1	0	23	2	-5
CN(C)CCN1C(=O)C2C3C=CC(C3)C2C1=O (stereo unspecified)	0.5	0	1	0	4	8	4	-2	10
Nc1ncc(Br)cc1S(=O)(=O)NCCC(=O)N1CCN(c2ccccn2)CC1	0.4	2	13	-1	-1	2	25	2	3
Cc1cc(C)c(C#N)c(Nc2cccc(C)c2C)n1	1.6	0	14	-6	-12	13	8	-4	-1
Cc1ccccc1CN1C[C@@H]2C[C@@H](c3cn[nH]c3-c3ccc(F)cc3)N3CCC[C@@]23C1=O	-3.5	6	28	-3	0	0	22	1	12
Cc1cccc(CC(=O)NCC2CCCCC2)c1	7.8	-4	3	1	2	9	3	-3	0
C/C(=N\NC(=O)c1ccccc1)c1ccc(N2CCOCC2)cc1	3.7	-7	7	0	-2	8	-6	-1	12
Cc1cc(C)c2nc(SCC(=O)NCCN3C(=O)CSC3=O)cc(C)c2c1	-0.9	-2	23	-3	-4	3	15	-3	-4
O=S(=O)(c1ccc(-c2cnc(C3CC3)o2)cc1)N1CCN(c2ccccc2)CC1	0.1	-2	32	5	3	9	59*	-5	29

Not all compounds are listed (hit frequency here may not be typical).
